Anesthetic bind: binds horse apoferritin like a general anesthetic. P02791. apoferritin/1-aminoanthracene competitive binding, fluorescence. hit rate 0.074% among 350,000. Potency, µM (titrated, usually from 77.5 µM), inactives show top-dose activity change, negative = displacement, actives largely listed as inhibitors; also: % is scaled to controls: 0 for no effect and ±100 for the full control effect; nearly all actives have a fitted effect of over 20% in size
Target sequence (P02791 2-175 limits assumed): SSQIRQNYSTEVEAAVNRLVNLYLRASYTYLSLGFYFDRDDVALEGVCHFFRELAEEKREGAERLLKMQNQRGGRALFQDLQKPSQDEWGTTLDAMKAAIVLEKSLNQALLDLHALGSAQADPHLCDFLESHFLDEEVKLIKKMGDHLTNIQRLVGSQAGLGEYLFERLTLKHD
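In PBS, apoferritin at 10 uM is loaded with 1-AMA from a 50% saturated solution. After 10 min of compound exposure at ambient temperature, reduced 535 nm fluorescence indicates probe displacement.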
BAZ2B inh: BAZ2B (human) inhibition. Q9UIF8. hit rate 4.4% among 360,000. Potency, µM (top dose mostly 114 µM), inactives show top-dose activity change, negative = inhibition, most hits filed as inhibitors. AlphaScreen BAZ2B-H3K14Ac peptide displacement; also: % is scaled to controls: 0 for no effect and ±100 for the full control effect; nearly all actives have a fitted effect of over 60% in size
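Inhibition is scored as reduced AlphaScreen emission. The BAZ2B/b-H3(5-23)K14Ac complex (50 nM each) in PBS pH 7.4, 0.01% Tween-20 meets compound (up to 110 uM) for 30 min at RT before bead addition.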
Pol kappa inh: blocks human DNA polymerase kappa activity | Q9UBT6 | purified Pol kappa, fluorescent DNA synthesis assay, 10 min | Potency, µM (series often up to 107 µM), for the others: at the top dose activity, negative = inhibition, usual class: inhibitors | hit rate 0.53% among 400,000 | AID 588579; also: % is scaled to controls: 0 for no effect and ±100 for the full control effect
Target sequence (Q9UBT6 whole entry, looked up): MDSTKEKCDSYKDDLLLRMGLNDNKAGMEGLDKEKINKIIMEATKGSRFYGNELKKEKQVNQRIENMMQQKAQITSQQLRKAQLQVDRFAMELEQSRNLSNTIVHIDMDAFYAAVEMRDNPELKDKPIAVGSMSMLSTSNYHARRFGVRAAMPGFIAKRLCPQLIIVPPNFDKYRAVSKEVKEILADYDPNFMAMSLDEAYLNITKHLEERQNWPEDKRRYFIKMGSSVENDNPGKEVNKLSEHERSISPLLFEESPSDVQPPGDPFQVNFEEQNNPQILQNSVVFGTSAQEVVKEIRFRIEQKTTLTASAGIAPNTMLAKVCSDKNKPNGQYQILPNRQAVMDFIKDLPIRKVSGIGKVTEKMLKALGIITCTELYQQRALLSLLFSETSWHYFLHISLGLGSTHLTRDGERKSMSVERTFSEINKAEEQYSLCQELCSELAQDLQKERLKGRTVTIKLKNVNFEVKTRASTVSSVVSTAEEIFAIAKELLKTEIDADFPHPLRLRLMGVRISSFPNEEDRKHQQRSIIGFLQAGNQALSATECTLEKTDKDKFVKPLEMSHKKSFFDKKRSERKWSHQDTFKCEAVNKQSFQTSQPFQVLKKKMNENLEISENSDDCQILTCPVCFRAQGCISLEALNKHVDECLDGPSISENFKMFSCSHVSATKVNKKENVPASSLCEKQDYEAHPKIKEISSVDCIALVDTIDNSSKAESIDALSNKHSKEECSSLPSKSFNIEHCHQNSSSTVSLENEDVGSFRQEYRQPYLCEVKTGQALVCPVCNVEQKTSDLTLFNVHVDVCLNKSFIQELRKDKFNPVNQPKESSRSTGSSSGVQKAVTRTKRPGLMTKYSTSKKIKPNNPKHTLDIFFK
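Inhibition of 10 nM Pol kappa is measured by a fluorescent read-out at 0 and 10 min following addition of 50 nM substrate (final), with a 15-min room-temperature compound preincubation.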
G9a inh: inhibitors of human histone lysine methyltransferase G9a; Potency, µM (doses to about 102 µM), inactives show top-dose activity, negative = inhibition, usual class: inhibitors; G9a H3K9 monomethylation, AlphaScreen, 2 h; AID 504332; Q96KQ7; hit rate 8.8% among 350,000; also: % is scaled to controls: 0 for no effect and ±100 for the full control effect; nearly all actives have a fitted effect of over 75% in size
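Quantitative HTS format: methyltransferase activity on a biotin-tagged H3K9 peptide is measured by AlphaScreen, using a rabbit anti-monomethyl-H3K9 antibody with streptavidin donor and anti-IgG acceptor beads. Final levels are 20 nM enzyme, 500 nM peptide, 20 uM SAM; 2 h RT.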
Pol beta inh: DNA polymerase beta (human) inhibition; Pol beta primer extension/strand displacement, fluorescence kinetic; Potency, µM (doses to about 114 µM), without a hit: at the top dose activity change, negative = inhibition, actives largely listed as inhibitors; hit rate 1.3% among 340,000; P06746; AID 485314; also: % is scaled to controls: 0 for no effect and ±100 for the full control effect
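Pol beta (10 nM) and compounds were preincubated 15 min at room temperature, then 50 nM substrate (final) started primer extension/strand displacement. Reads were taken at 0 and 10 min; concentration-response data were fitted to a four-parameter Hill equation.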
BLM helicase inh: blocks DNA unwinding by human BLM helicase; P54132; recombinant BLM DNA unwinding, fluorescence dequenching; Potency, µM (titrated, usually from 56.1 µM), without a hit: at the top dose activity change, negative = inhibition, most hits filed as inhibitors; hit rate 0.2% among 350,000;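 also: plate controls were vehicle for no effect and no enzyme for full effect; nearly all actives have a fitted effect of over 35% in size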
APE1 inh: APE1 (human) endonuclease inhibition; recombinant APE1, TAMRA/BHQ-2 abasic DNA cleavage fluorescence; Potency, µM (top dose mostly 65.8 µM), without a hit: at the top dose activity change, negative = inhibition, actives largely listed as inhibitors; hit rate 0.35% among 350,000;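 also: plate controls were vehicle for no effect and reference inhibitor for full effect; nearly all actives have a fitted effect of over 55% in size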
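Quantitative HTS: incision of a TAMRA/BHQ-2 double-stranded substrate bearing a tetrahydrofuran abasic site by 0.75 nM APE1 raises fluorescence. Substrate 50 nM final, added after 15 min compound preincubation at room temperature; progress as third-minus-first kinetic read difference.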
POLH inh: inhibitors of human DNA polymerase eta; Potency, µM (doses to about 114 µM), inactives show at the top dose activity change, negative = inhibition, most hits filed as inhibitors; recombinant Pol eta, fluorescent DNA replication assay; hit rate 1.2% among 390,000; also: % is scaled to controls: 0 for no effect and ±100 for the full control effect
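Pol eta at 10 nM preincubated with compounds 15 min at room temperature; reaction started with fluorescent substrate (50 nM final) and read kinetically at 0 and 10 min.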
Pol iota inh: inhibitors of human DNA polymerase iota; Q9UNA4; Pol iota fluorescent replication assay, 10 min; Potency, µM (highest dose often 115 µM), without a hit: at the highest dose activity, negative = inhibition, most hits filed as inhibitors; hit rate 1% among 390,000
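Pol iota at 10 nM preincubated 15 min with compounds at room temperature; reaction started with fluorescent substrate, 50 nM final. Fluorescence read kinetically at 0 and 10 min; buffer-only wells as negative control.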
Active calls of the source: *; ? = inconclusive; / = no result given; [ ] = dose if it differs, or a comment. Calls follow the shape of the dose curve; as a rule, active = well fitted curve in the direction sought with a large enough effect; inconclusive = small, poorly fitted or top-dose-only effect, or another doubt; inactive = no such curve, though single readings can be large; an effect the other way counts as inactive or inconclusive. Potency is read from the fitted curve at half-maximal effect. These rows are one share of the data (hit frequency here may not be typical).

cpd	Anesthetic bind	BAZ2B inh	Pol kappa inh	G9a inh	Pol beta inh	BLM helicase inh	APE1 inh	POLH inh	Pol iota inh	SMILES
1	-17.4%	12.2%	-0.4%	68.3%[activator][59 µM]	0.6%	-8.5%	1.3%	-20.4%	-6.4%	COCCN(C(=S)Nc1cccc(C)c1)C(C)c1cccs1 (stereo unspecified)
2	-10.4%	10.4%	5.6%	4.6%[59 µM]	4.0%	-0.6%	2.8%	-15.3%	-0.2%	Cc1ccccc1-n1c(C)nc2ccccc21
3	-20.6%	/	-2.1%	415.4%[activator]	18.4%	-9.7%	64.4%	-19.7%	-25.3%	O=C(O)c1ccccc1OCc1nc2ccccc2s1
4	-18.7%	-2.3%	-9.1%	-3.5%[59 µM]	3.0%	-2.1%	3.6%	-4.3%	10.8%	CC(C)C(NS(=O)(=O)c1cccs1)C(=O)N(C)Cc1ccccc1 (stereo unspecified)
5	3.8%	?	-10.6%	8.91µM*	?	0.1%	/	-21.7%	-9.8%	CCOC(=O)C1CCCN(C(=O)c2[nH]c3ccccc3c2Sc2ccc(Cl)cc2)C1 (stereo unspecified)
6	-5.7%	?	5.6%	?	-0.9%	3.3%	?	-11.9%	11.5%	Cn1c2c(c(=O)n(C)c1=O)C(NC(=O)c1ccco1)(C(F)(F)F)C(=O)N2 (stereo unspecified)
7	-23.3%	?	1.4%	0.631µM*	17.0%	-1.5%	-2.4%	-4.9%	2.0%	COc1cccc(NC(=O)C2CC(=O)n3cnnc3S2)c1 (stereo unspecified)
8	2.5%	-4.5%	-1.4%	16.3%	21.8%	-2.9%	6.6%	-13.4%	277.9%[activator]	CCc1ccccc1NC(=O)C1CCCN1C(=O)Nc1ccc(C)cc1 (stereo unspecified)
9	-2.6%	2.4%	-20.4%	3.2%[59 µM]	1.4%	1.6%	/	/	-6.4%	Cc1cc(C)c2c(=O)c3c(oc2c1)C(=O)N(Cc1ccco1)C3c1ccc(F)cc1 (stereo unspecified)
10	?	/	-4.4%	?	-0.5%	-0.4%	0.1%	-7.0%	-18.8%	CCOC(=O)C1CCCN(c2nc(C)nc3c2oc2ccccc23)C1 (stereo unspecified)
11	-14.8%	9.7%	11.6%	9.2%	16.1%	-10.9%	9.5%	-22.7%	2.3%	O=C1CCCC2=C1C(c1ccsc1)CC(=O)N2c1nnc(SCc2ccccc2)s1 (stereo unspecified)
12	-8.5%	20µM*	5.4%	?	0.3%	6.0%	-10.6%	1.4%	20.1%	COc1ccc(C2=Nn3c(nnc3-c3ccccn3)SC2)cc1OC
13	-20.4%	-25.4%	-3.6%	22.5%[59 µM]	22.9%	-2.9%	1.4%	0.5%	21.8%	O=C(CCC1CCCCC1)NCc1ccccn1
14	-7.6%	?	/	?	14.7%	-8.5%	1.8%	/	/	COc1ccc(O[C@H]2C=C[C@@H](c3ccccc3)O[C@@H]2COC(=O)CC/C(C)=N/O[C@H](C)c2cn([C@@H]3COC[C@H]3O)nn2)cc1
15	-6.4%	-12.7%	4.1%	6.4%	-13.1%	-3.1%	-6.2%	-15.1%	39.8%[activator]	Cc1cccc(C(=O)N[C@H](C(=O)Nc2nc3ccccc3[nH]2)C(C)C)c1
16	-7.3%	/	-6.5%[60.1 µM]	1.6%[2.33 µM]	/	-13.6%	6.6%	/	/	CCOC(=O)CCC(=O)O[C@H]1C(O[C@@H]2C(C)[C@H](O[C@H]3C[C@@](C)(OC)C(O)C(C)O3)C(C)C(=O)OC(CC)[C@@](C)(O)C(O)[C@H](C)C(=O)C(C)C[C@]2(C)O)OC(C)CC1N(C)C (stereo partly specified)
17	55.1%[activator]	-20.0%	-15.5%	-6.0%[59 µM]	-17.6%	-10.6%	-7.0%	?	-9.6%	CC(C)CNS(=O)(=O)c1ccc(CCC(=O)Nc2cc(Cl)ccc2Oc2ccccc2)cc1
18	/	-21.4%	0.9%	11.5%[2.33 µM]	/	/	11.1%	-21.1%	?	COC(=O)[C@]1(Cc2ccccc2)N[C@H](c2ccc(-c3ccc(Cl)c(Cl)c3)cc2)[C@@H]2C(=O)N(C)C(=O)[C@@H]21
19	-4.6%	-15.7%	-11.3%	9.9%[59 µM]	8.5%	-5.6%	-1.9%	-1.6%	5.9%	O=C(NCc1ccco1)c1cnn2cccnc12
20	-2.5%	?	6.9%	/	16.2%	-0.4%	16.0%	-18.4%	38.4%[activator]	O=C(c1cccc(Cl)c1)N1CCN(C2CCCCC2)CC1

Sorted by number of heavy atoms (low to high): some entries from above
cpd	Anesthetic bind	BAZ2B inh	Pol kappa inh	G9a inh	Pol beta inh	BLM helicase inh	APE1 inh	POLH inh	Pol iota inh	SMILES
3	-20.6%	/	-2.1%	415.4%[activator]	18.4%	-9.7%	64.4%	-19.7%	-25.3%	O=C(O)c1ccccc1OCc1nc2ccccc2s1
4	-18.7%	-2.3%	-9.1%	-3.5%[59 µM]	3.0%	-2.1%	3.6%	-4.3%	10.8%	CC(C)C(NS(=O)(=O)c1cccs1)C(=O)N(C)Cc1ccccc1 (stereo unspecified)
12	-8.5%	20µM*	5.4%	?	0.3%	6.0%	-10.6%	1.4%	20.1%	COc1ccc(C2=Nn3c(nnc3-c3ccccn3)SC2)cc1OC
15	-6.4%	-12.7%	4.1%	6.4%	-13.1%	-3.1%	-6.2%	-15.1%	39.8%[activator]	Cc1cccc(C(=O)N[C@H](C(=O)Nc2nc3ccccc3[nH]2)C(C)C)c1
5	3.8%	?	-10.6%	8.91µM*	?	0.1%	/	-21.7%	-9.8%	CCOC(=O)C1CCCN(C(=O)c2[nH]c3ccccc3c2Sc2ccc(Cl)cc2)C1 (stereo unspecified)
17	55.1%[activator]	-20.0%	-15.5%	-6.0%[59 µM]	-17.6%	-10.6%	-7.0%	?	-9.6%	CC(C)CNS(=O)(=O)c1ccc(CCC(=O)Nc2cc(Cl)ccc2Oc2ccccc2)cc1
18	/	-21.4%	0.9%	11.5%[2.33 µM]	/	/	11.1%	-21.1%	?	COC(=O)[C@]1(Cc2ccccc2)N[C@H](c2ccc(-c3ccc(Cl)c(Cl)c3)cc2)[C@@H]2C(=O)N(C)C(=O)[C@@H]21
14	-7.6%	?	/	?	14.7%	-8.5%	1.8%	/	/	COc1ccc(O[C@H]2C=C[C@@H](c3ccccc3)O[C@@H]2COC(=O)CC/C(C)=N/O[C@H](C)c2cn([C@@H]3COC[C@H]3O)nn2)cc1

Next part:
cpd	Anesthetic bind	BAZ2B inh	Pol kappa inh	G9a inh	Pol beta inh	BLM helicase inh	APE1 inh	POLH inh	Pol iota inh	SMILES
21	/	/	-14.3%	/	/	/	-10.1%	-14.0%	-1.2%	COc1ccc(OCC(=O)Nc2nc3cc4c(cc3s2)OCCO4)cc1
22	-8.3%	-7.3%	-8.1%	?	-4.3%	-4.1%	3.7%	-13.8%	75.0%[activator]	O=C(N/N=C/c1ccc(Br)cc1)c1cc[n+](Cc2ccccc2)cc1
23	34.9%[activator]	7.8%	-2.0%[60.1 µM]	-3.8%[59 µM]	-12.8%	-1.9%	/	-8.4%	-5.2%	Cc1nc2ccccn2c(=O)c1NC(=O)c1ccc(C(F)(F)F)cc1
24	-1.6%	-6.6%	16.5%	12.1%	0.4%	-2.2%	-1.7%	-9.0%	15.0%	CSc1ncccc1C(=O)OCC(=O)c1ccc2c(c1)NC(=O)CO2
25	-20.3%	?	-1.4%	-29.0%[59 µM]	9.4%	-3.7%	-1.6%	-11.6%	9.1%	O=C(CSc1nc2ccccc2c(=O)[nH]1)Nc1ccc(S(=O)(=O)N2CCCC2)cc1
26	-2.3%	-1.4%	-8.5%	10µM*	0.4%[57.1 µM]	2.0%	0.3%	2.3%	4.7%	O=S(=O)(N/N=C\c1cccnc1)c1ccccc1
27	-11.1%	21.2%	-4.3%	/	-17.1%	-8.7%	11.8%	-13.4%	9.7%	O=S(=O)(c1ccccc1)c1cnc(-c2ccccc2)nc1N1CCCCC1
28	/	/	-2.1%	/	/	/	-7.4%	2.6%	54.4%[activator]	COc1ccc(C(CNC(=O)c2cccc(S(=O)(=O)N3CCc4ccccc43)c2)N(C)C)cc1 (stereo unspecified)
29	/	-30.6%	-7.1%	-27.8%	/	/	5.7%	-20.1%	-1.4%	Cc1ccc(S(=O)(=O)NCC(c2ccco2)N2CCc3ccccc3C2)cc1 (stereo unspecified)
30	-9.3%	-19.2%	-0.2%	11.1%[12.7 µM]	3.0%	-13.9%	-0.4%	-21.3%	30.5%[activator]	O=[N+]([O-])c1cc(C(F)(F)F)ccc1SCC(O)CO (stereo unspecified)
31	-5.3%	5.0%	-4.8%	8.2%[59 µM]	9.1%	0.6%	-3.2%	5.9%	-4.2%	N#CC1(c2ccccc2)CCCN1C(=O)c1ccco1 (stereo unspecified)
32	-23.3%	6.9%	2.1%	6.4%	4.9%	1.6%	-0.2%	2.7%	21.0%	CC(=O)c1cccc(N(C(=O)Cn2nnc3ccccc32)C(C(=O)NC2CCCCC2)c2cn(C)nc2C)c1 (stereo unspecified)
33	6.2%	-1.3%	-6.0%	6.7%[59 µM]	-5.7%	-0.5%	-4.2%	1.6%	-0.4%[58.9 µM]	Cc1nnc2ccc(N3CCC4(CC3)OCCO4)nn12
34	-5.9%	-9.7%	-1.5%	1.9%	29.1%	-3.6%	12.3%	-20.8%	-2.4%	COc1ccc(C(=O)N(C)c2ccccc2C(=O)NCCc2ccccc2)cc1
35	-3.2%	27.2%	2.7%	-38.8%[12.7 µM]	7.6%	2.2%	-6.5%	-15.4%	25.6%	C/C(=C(\C#N)C(=O)NCc1ccccc1)N(C)C
36	32.1%[activator]	-36.9%	-2.1%	-2.7%[12.7 µM]	5.9%	-2.2%	12.9%	3.0%	-16.6%	Cc1c(C)c2c(OCC(=O)N[C@@H](Cc3ccccc3)C(=O)O)cc3c(c2oc1=O)CCC(C)(C)O3
37	?	6.1%	0.7%[60.1 µM]	6.1%[59 µM]	1.4%	-11.2%	/	-14.9%	-3.5%	O=C(c1cccs1)N(Cc1cccnc1)c1nc2c(Cl)cccc2s1
38	7.1%	-12.7%	-0.8%	8.2%[59 µM]	-1.5%	-10.0%	/	-19.4%	-10.4%	CCc1ccc(NC(=O)CC2C(=O)N(c3cccc(C)c3)C(=O)N2Cc2cccs2)cc1 (stereo unspecified)
39	/	/	9.7%	/	/	/	3.7%	-12.4%	6.7%	CN1CCCN(C(=O)CNC(=O)c2ccccc2Br)CC1
